Assay outcomes as filed in PubChem BioAssay.
KCNQ2 block: KCNQ2 potassium channel inhibitors, primary screen, cell-based, CHO-K1, FluxOR thallium flux, B-score (AID 2156). 20 min; stronger effect = lower value. B-score at 10 µM. 310,000 tested, 1.1% active;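 active = fluorescence ratio B-score at most minus 3 library SDs, with starting brightness B-score within 2 library SDs, cut at about -5.5 in these data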
Kir21 block: Kir2.1 (mouse) channel inhibition. P35561. HEK293-Kir2.1, FluxOR thallium flux fluorescence; stronger effect = lower value. B-score at 10 µM. 310,000 tested, 0.85% active;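 active = fluorescence ratio B-score at or below minus 3 SD of library scores, with starting-brightness B-score within 2 SD, cut at about -4.2 in these data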;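 note: channel flux triggered by added potassium and thallium sulfate stimulus; B-score of peak minus minimum fluorescence over baseline after thallium stimulus; more negative B-score means stronger Kir2.1 block with less thallium influx; some compounds called inactive have numbers as strong as hits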
Target sequence (P35561 whole entry, looked up): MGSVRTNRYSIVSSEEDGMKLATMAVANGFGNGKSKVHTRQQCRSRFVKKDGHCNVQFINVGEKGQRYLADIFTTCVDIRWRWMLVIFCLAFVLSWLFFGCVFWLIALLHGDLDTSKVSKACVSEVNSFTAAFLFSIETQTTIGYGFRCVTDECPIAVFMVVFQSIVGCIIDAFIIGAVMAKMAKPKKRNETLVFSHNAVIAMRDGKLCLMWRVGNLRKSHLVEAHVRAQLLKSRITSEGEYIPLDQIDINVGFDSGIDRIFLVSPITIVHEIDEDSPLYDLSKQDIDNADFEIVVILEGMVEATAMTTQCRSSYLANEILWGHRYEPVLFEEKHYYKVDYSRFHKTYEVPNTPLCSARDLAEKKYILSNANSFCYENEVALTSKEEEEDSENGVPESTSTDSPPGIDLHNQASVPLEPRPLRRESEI
* hit, by the source's call; i = inactive.

SMILES | KCNQ2 block | Kir21 block
COC(=O)C(C)Sc1nc2ccsc2c(=O)n1Cc1ccccc1 (stereo not given) | i | -0.24
Cc1nc2nc(SCC(=O)NCCCN3CCOCC3)nn2c(C)c1Cc1ccccc1 | i | -2.5
CC(C)n1nc(C(=O)Oc2cc(Cl)ccc2Cl)c2ccccc2c1=O | i | 0.87
COc1ccc(CNC(=O)CN(c2ccc(OC)c(Cl)c2)S(=O)(=O)c2ccc(C)cc2)cc1 | i | -0.67
O=C(CCc1ccccc1)NNC(=O)c1ccccc1Br | i | 0.31
COc1cccc(CNC(=O)c2cccc(Br)c2)c1 | i | 1.2
Cc1cccc(C)c1NC(=O)CNC(=O)c1c(C)nn(-c2ccccc2)c1C | i | 0.07
COc1cc(Nc2cc(C)nc3ncnn23)cc(OC)c1 | i | -1.1
CC(C)(C)n1ncc2c(=O)n(CC(=O)N3CCCC3)cnc21 | i | 0.19
Cc1ccc2sc(N(CCCN(C)C)C(=O)c3ccc(S(=O)(=O)N4CCOCC4)cc3)nc2c1C | i | 0.04
CSC1=NCCN1C(=O)c1ccco1 | i | 1
CC1CC(C)CN(CCOc2ccc(Cl)cc2Cl)C1 (stereo not given) | i | -0.67
COc1ccc(/C=N/NC(=O)CN(C)S(=O)(=O)c2ccc(NC(C)=O)cc2)cc1 | i | -0.1
O=C(/C=C/c1cccc([N+](=O)[O-])c1)NCc1ccco1 | i | 1.4
Cc1c(C(=O)NCCc2ccc(Cl)cc2)sc2nc3n(c(=O)c12)CCC3 | i | 1
O=c1[nH]c(=O)n(Cc2ccco2)c2c1C(C(F)(F)F)(C(F)(F)F)N=C(CCC1CCCCC1)N2 | i | -0.02
Cn1cc(Br)c(C(=O)N/N=C/c2cc3c(cc2Cl)OCO3)n1 | i | 0.16
CC(=O)Nc1ccc(N2C(=O)CSC2c2ccccc2)cc1 (stereo not given) | i | -0.36
CC1(C)C2CCC(C2)C1(C)N=C1OC(CCl)CS1 (stereo not given) | i | -0.38
CCc1cc2c(NCCC(=O)O)ncnc2s1 | i | 2.7
CN(C)c1ccc(CNC(=O)C2CCN(S(=O)(=O)c3ccc4c(c3)oc(=O)n4C)CC2)cc1 | i | 0.03
Cc1ccc(C)c(CN2CCC(CNC(=O)CCc3nnc4ccc(N5CCCCC5)nn34)CC2)c1 | i | -0.03
N#C/C(=C\c1ccc(F)c(Cl)c1)S(=O)(=O)c1ccccn1 | i | -0.56
Cc1nc(N2CCN(c3ccccc3)CC2)[nH]c(=O)c1C | i | 0.06
Cc1nc(N2CCN(C(=O)c3ccco3)CC2)c2c3c(sc2n1)CCCC3 | i | -1.4

A stretch of the results above:
SMILES | KCNQ2 block | Kir21 block
COc1cccc(CNC(=O)c2cccc(Br)c2)c1 | i | 1.2
Cc1cccc(C)c1NC(=O)CNC(=O)c1c(C)nn(-c2ccccc2)c1C | i | 0.07
COc1cc(Nc2cc(C)nc3ncnn23)cc(OC)c1 | i | -1.1
CC(C)(C)n1ncc2c(=O)n(CC(=O)N3CCCC3)cnc21 | i | 0.19
Cc1ccc2sc(N(CCCN(C)C)C(=O)c3ccc(S(=O)(=O)N4CCOCC4)cc3)nc2c1C | i | 0.04
CSC1=NCCN1C(=O)c1ccco1 | i | 1
CC1CC(C)CN(CCOc2ccc(Cl)cc2Cl)C1 (stereo not given) | i | -0.67

Later entries:
SMILES | KCNQ2 block | Kir21 block
CC(C)(C)NC(=O)COC(=O)c1cc(S(=O)(=O)N2CCCCC2)ccc1N1CCOCC1 | i | -1.9
O=Cc1c(-c2ccccc2)nc2ccccn12 | i | -1.2
CCSc1nc(N)c2c3c(sc2n1)CCC3 | i | 2
CCOC(=O)C1=C(C)NC2(O)c3ccccc3C(=O)C12O (stereo not given) | i | 0.81
CC(=O)NC(=O)COC(=O)c1ccc2ncsc2c1 | i | 0.6
CN(C)S(=O)(=O)N1CCN(S(=O)(=O)c2ccc(F)cc2)CC1 | i | 0.75
COc1ccc(C(=O)N2CCN(CCNC(=O)C(=O)Nc3ccc(Br)cc3)CC2)cc1 | i | -0.62
O=C(O)C1CCCN(S(=O)(=O)Cc2ccccc2)C1 (stereo not given) | i | 0.13
CCN(CC)S(=O)(=O)c1cccc(C(=O)NCC2CCCCC2)c1 | i | -0.47
COC(=O)C1=CN(Cc2ccc(OC)c(OC)c2)C=C(C(=O)OC)C1c1cccs1 | i | 1.7
N#CCC(=O)Nc1ncc(Cc2ccccc2Cl)s1 | i | -1.1
Cc1cc2cc(CNS(=O)(=O)N(C)C)ccc2[nH]1 | i | -0.89
CCOC(=O)C1CCCN(c2ncnc3c2cnn3-c2ccc(Cl)cc2)C1 (stereo not given) | i | -0.55
O=C(COc1ccc(Cl)cc1)NNC(=O)c1ccc2c(=O)n3c(nc2c1)CCC3 | i | -0.51
O=C1OC(NC(=O)c2ccccc2)C(n2cc(CO)nn2)=C1Cl (stereo not given) | i | -0.19
O=C(CSc1nnnn1-c1ccccc1)N1CCc2ccccc2C1 | i | -0.63
COc1ccc(C2=CC(=O)N(Nc3ccccc3)C2=O)cc1 | i | -1.3
O=[N+]([O-])c1ccccc1S(=O)(=O)NCCSc1ccccc1 | i | -0.59
Cc1ccc(S(=O)(=O)N(C)C)cc1NC(=O)COC(=O)/C=C/c1ccc(F)cc1 | i | 1.7
Cc1cc(NC(=O)CCCC(=O)NCc2ccccc2)no1 | i | 0.03
Oc1ccc(O)c2c1C1c3ccccc3C2c2ccccc21 | i | 0.37
CCCN1C2CCCC1CC(NC(=O)c1ccccc1OC)C2 (stereo not given) | i | -0.49
Nc1ccc(C(=O)OCc2nc3ccccc3s2)cc1 | i | -0.26
Cc1ccccc1NC(=O)Cn1c(=O)sc2ccccc21 | i | -1.6
COc1ccc(N/C=C\C(=O)c2ccc3c(c2)OCO3)cc1OC | i | -0.16

Five entries already listed, ordered by formula weight, high to low:
SMILES | KCNQ2 block | Kir21 block
COC(=O)C1=CN(Cc2ccc(OC)c(OC)c2)C=C(C(=O)OC)C1c1cccs1 | i | 1.7
O=[N+]([O-])c1ccccc1S(=O)(=O)NCCSc1ccccc1 | i | -0.59
O=C1OC(NC(=O)c2ccccc2)C(n2cc(CO)nn2)=C1Cl (stereo not given) | i | -0.19
N#CCC(=O)Nc1ncc(Cc2ccccc2Cl)s1 | i | -1.1
CC(=O)NC(=O)COC(=O)c1ccc2ncsc2c1 | i | 0.6

The list continues:
SMILES | KCNQ2 block | Kir21 block
Cc1ccc(/C(N)=N/OC(=O)c2ccc3c(c2)OCO3)cc1 | i | -0.01
COc1ccc(N2CCN(CCCNC(=O)C3(S(=O)(=O)c4ccc(Cl)cc4)CC3)CC2)cc1 | i | -0.55
CCn1cc(C(=O)O)c(=O)c2cc(F)c(N3CCN(C(=S)NC(=O)c4ccc(F)c(F)c4)CC3)cc21 | i | -0.01
O=C(NCCc1ccc(C(F)(F)F)cc1)C1CCC(=O)N(CCCc2ccccc2)C1 (stereo not given) | i | -0.04
Cc1cc(N2CCC(C)CC2)nc2ccc(N3C(=O)CCC3=O)cc12 | i | -0.01
CC1(C)CC(CCC(=O)Nc2ccccc2Cl)C(=O)O1 (stereo not given) | i | 1.3
O=C(Nc1ccccc1Cl)N1CCN(c2ccc3nnc(-c4ccccc4)n3n2)CC1 | i | -1
Cc1ccccc1/C=C/C12NC(=O)CN1c1ccccc1C2(C)C (stereo not given) | i | 0.03
O=C(CSc1nnc2ccc(-c3ccccn3)nn12)NCC1CCCO1 (stereo not given) | i | -0.05
O=C(c1cccnc1)N1c2ccccc2Sc2ccccc21 | i | -2.1
COc1ccc(N(CC(=O)N/N=C/c2cc(Br)c(C)o2)S(=O)(=O)c2ccc(NC(C)=O)cc2)cc1 | i | 1.1
COc1cccc(/C(C#N)=C/c2c(-c3ccc(Cl)cc3)nc3c(C)cccn23)c1 | i | 1.1
COc1ccc(-n2c(C)nn(C)c2=O)cc1 | i | 0
CCSc1nc(C)c(CCOc2cccc(C)c2)c(=O)[nH]1 | i | 0.5
CCNC(=S)N1CCN(CC(=O)Nc2ccc(OC)cc2)CC1 | i | 2.4
O=C(Nc1ccc(Cl)cn1)c1cc2ccccc2o1 | i | -0.02
COc1ccc(NC(=O)CS(=O)(=O)c2cn(CC(=O)N3CCOCC3)c3ccccc23)cc1 | i | -0.16
COc1ccc(NC(=S)NCCCn2ccnc2)cc1 | i | 0.14
CCOC(=O)C1CCN(C(=O)c2c(-c3ccccc3)noc2C)CC1 | i | 1.5
CCc1ccc(-c2nc(SCC(=O)N(CC)C3CCS(=O)(=O)C3)n[nH]2)cc1 (stereo not given) | i | 1.1
Cc1nc2ncccn2c1-c1csc(Nc2cccc(C(=O)O)c2)n1 | i | 0.32
CCOC(=O)N1CCN(C(=O)c2cnn3c(C(F)F)cc(-c4ccc(C)cc4)nc23)CC1 | i | 0.34
Cc1cc(C)c2c(N)c(S(=O)(=O)c3ccccc3)sc2n1 | i | 0.7
Cc1nn2c3cc(N4CCOCC4)ccc3nc2c2ccccc12 | i | 2.8
O=C(NCC1(N2CCOCC2)CCCCC1)c1cccc(S(=O)(=O)N2CCc3ccccc3C2)c1 | i | -0.89
SMILES | KCNQ2 block | Kir21 block
CCCN(CC1CC1)C(=S)NC(=O)C1CC1 | i | -0.99
C=CCn1c(SC)nnc1C1COc2ccccc2O1 (stereo not given) | i | -0.61
Cc1cc(C)n(-c2nc3sc4c(c3c3nnc(SCC(N)=O)n23)CC(C)(C)OC4)n1 | i | 0.02
COc1ccccc1C(=O)O/N=C(\N)c1ccc(Cl)cc1 | i | 0.96
O=C(COc1ccc(/C=N/NC(=O)c2ccccc2O)cc1)Nc1ccccc1 | i | 1.3
Cc1ccc(CCN2CCN=C2N(C)C)cc1 | i | 2.2
Oc1ccc(Cl)cc1C=Nc1ccccc1Br | i | 1.4
CCc1nc(-c2cc3ccc(C)cc3[nH]c2=O)no1 | i | 0.53
COc1ccc(C(CNC(=O)c2ccc(-c3cccc(C(F)(F)F)c3)o2)N2CCOCC2)cc1 (stereo not given) | i | -1.5
CC(C)c1ccc(NC(=O)NCc2cccnc2)cc1 | i | -2.5
N#Cc1ccc(N/N=C/c2cn(-c3ccccc3)nc2-c2ccccc2)c([N+](=O)[O-])c1 | i | 0.45
COCc1cc(C)nc2sc(C(=O)NC3CCCCC3)c(N)c12 | i | 0.85
O=C(NCCCN1CCCC1)c1ccc2c(Cl)c3c(nc2c1)CCCC3 | i | 0.01
Cc1nc2ccccn2c1C(=O)Nc1ccc(Cl)cc1 | i | -1.1
Cc1ccc(N2CCN(/N=C/C(Cl)=C/c3ccccc3)CC2)cc1 | i | -0.21
COc1cc(OC)cc(C(=O)N[C@H](C(=O)NCc2ccco2)C(C)C)c1 | i | -0.85
Cc1ccccc1-c1nc(CN2CCC(C(=O)NCCCN3CCCC3)CC2)c(C)o1 | i | -0.02
CC(=O)Nc1ccc(S(=O)(=O)N2CCN(C(=O)c3ncoc3-c3ccc(C)cc3)CC2)cc1 | i | -0.88
CCCn1c(=O)[nH]c(=O)c2c1nc(-c1ccc(OC(F)F)cc1)n2CCN1CCOCC1 | i | 1.5
CCOc1ccc(C2C=C(c3ccccc3)Nc3ncnn32)cc1 (stereo not given) | i | -3.3
COc1ccc(NC(=O)Cn2nnc3ccccc32)c([N+](=O)[O-])c1 | i | -0.26
Nc1cccc(C(=O)OCC(=O)Nc2cccc3c2C(=O)c2ccccc2C3=O)c1 | i | -1
CCOc1ccccc1N1CC(C(=O)Nc2cc(S(C)(=O)=O)ccc2Cl)CC1=O (stereo not given) | i | 1.7
COc1cccc(-c2nc(N3CCCC3)c3ccccc3n2)c1O | i | -1.7
CC(C)CNS(=O)(=O)c1ccc(S(=O)(=O)N2CCN(CCC#N)CC2)cc1 | i | 0.19
SMILES | KCNQ2 block | Kir21 block
Cc1ccc(N2CCN(/N=C/c3ccccc3[N+](=O)[O-])CC2)cc1 | i | -0.61
CC(C)N(CCO)C(=O)C(c1ccccc1)c1ccccc1 | i | 1.8
Cc1cc(NC(=O)CCN2CCN(CCO)CC2)ccc1Br | i | 0.74
Cc1ccc(NC(=O)c2cccc3c2C(=O)N(C2CCCCC2)C3)c(C)c1 | i | -0.05
COc1ccc(-n2c(SCC(=O)Nc3nccs3)nnc2-c2ccoc2C)cc1 | i | 0.62
CC1CCN(C(=O)c2cc3ccccc3o2)CC1 | i | 0.33
CN1CCN(S(=O)(=O)c2ccc(Br)c3nsnc23)CC1 | i | 0.08
COc1cc(CNc2ccc3[nH]c(=O)[nH]c3c2)ccc1OCc1ccc(C)cc1 | i | 0.69
COc1ccc(C)cc1NC(=O)C(=O)NNC(=O)c1ccco1 | i | 1.1
CC1CC(C)CN(c2ccc([N+](=O)[O-])nc2)C1 (stereo not given) | i | -0.73
O=C(CSc1nc2ncccc2[nH]1)NC1CCCCC1 | i | -0.54
CCOC(=O)C(CC)Sc1nc(N)c(NC(=O)c2ccc(OC)c(OC)c2)c(=O)[nH]1 (stereo not given) | i | 1.8
CC(=O)c1cccc(OCc2cc(C(=O)NCCC3=CCCCC3)no2)c1 | i | -0.19
CCS(=O)(=O)c1ccc2oc(Nc3ccccc3Br)nc2c1 | i | -0.95
O=C(Nn1cnc2ccccc2c1=O)c1c(F)cccc1F | i | -0.52
O=C1CCCCC/C1=N/Nc1ccc(OCc2ccccc2)cc1 | i | 0.37
COc1ccc(NC(=O)C(CC(C)C)NC(=O)C2CCC(C)CC2)c(OC)c1 (stereo not given) | i | -0.01
COc1cc2nc(N(C)C)nc(N)c2cc1OC | i | 1.2
Nc1c(-c2n[nH]c(=S)n2-c2ccc(Cl)cc2Cl)cnn1-c1ccccc1 | i | -0.4
